Bioassay records from PubChem BioAssay.
Tn6 DDE FP: inhibitors of Tn6 peptide binding to human fibrin DD(E); Fibrin DD(E) TRITC-Tn6 fluorescence polarization displacement; P02675; 370,000 tested, 0.21% active; inhibition, % at 8.3 µM;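 active = inhibition above a per-campaign cutoff: mean of compounds within control limits plus 3 SD, cut at about 15% in these data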;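 note: 0% = median of all compound wells on the plate and 100% = blocking peptide control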
Tn7 DDE FP: disrupts Tn7 cyclic peptide binding to fibrin D-Dimer-E complex; inhibition, % at 8.3 µM; P02675; 370,000 tested, 0.13% active; FP displacement of FITC-Tn7 peptide from fibrin DD(E); 0% = median of compound wells per plate;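 active = inhibition above the mean of compounds falling within the control limits plus 3 SD of them, cut at about 14% in these data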;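 note: 0% = plate median of compound wells and 100% = 10 µM Aha-Tn7 peptide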
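Assay system: human fibrin DD(E) protein / Input: 2 µM fibrin DD(E) / Benchmarks: high control of 10 µM Aha-Tn7 peptide / Measured by: fluorescence polarization of the labelled Tn7 tracer / Medium: Tris buffer with calcium and detergent, pH 7.8 / Timing: 10 min compound pre-incubation, 3 h probe incubation at room temperature / Repeats: one replicate per compound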
ARFGAP1 inh: inhibitors of rat ARFGAP1. Q62848. Arfgap1-stimulated ARF1 GTP hydrolysis, GDP FP detection. inhibition, % at 16.5 µM. 360,000 tested, 0.26% active. AID 651572;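 active = inhibition above a per-plate limit, mean inhibition of low control wells plus 3 SD, cut at about 25% in these data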;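 note: 0% = DMSO wells with enzyme and 100% = wells lacking Arfgap1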
Target sequence (Q62848 1-136 limits assumed): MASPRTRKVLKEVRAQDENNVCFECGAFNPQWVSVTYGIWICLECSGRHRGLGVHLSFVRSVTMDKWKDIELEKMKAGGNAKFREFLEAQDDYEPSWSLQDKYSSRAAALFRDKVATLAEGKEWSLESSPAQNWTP
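Replicates: Single well per compound | Assay system: Truncated rat Arfgap1 GAP domain | Control set: No-Arfgap1 wells (100%) versus DMSO full-reaction wells (0%) | Times: Enzyme reaction 120 min at 25 °C after 20 min preincubation | Reagent: Human ARF1(Δ1-17)-GTP substrate | Measured by: Tracer-displacement fluorescence polarization with EDTA stop, 620/688 nm | Measure: Percent inhibition of Arfgap1-stimulated GTP hydrolysis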
ADAM10 inh: ADAM10 inhibition, QFRET primary screen | AID 720582 | recombinant ADAM10, EDANS/DABCYL FRET peptide cleavage, 3 h | 370,000 tested, 0.62% active | inhibition, % at 7 µM;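 active = inhibition above a per-campaign cutoff equal to the mean of compounds falling between control-based bounds plus 3 SD, cut at about 20% in these data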;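 note: 0% = DMSO wells while the 100% control is not disclosed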
ADAM17 inh: ADAM17 inhibition, QFRET primary screen; 370,000 tested, 0.83% active; inhibition, % at 6.95 µM; recombinant ADAM17, EDANS/DABCYL FRET peptide cleavage; P78536;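 active = inhibition above the mean of compounds lying between control limits plus 3 SD, set per campaign, cut at about 8.5% in these data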;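 note: 0% = DMSO-only wells as the low control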
SIAE inh: human SIAE inhibition, primary screen; Q9HAT2; 370,000 tested, 0.69% active; inhibition, % at 9.66 µM; SIAE FP-Rh probe binding, fluorescence polarization; AID 1053197;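 active = inhibition above a cutoff: mean of compounds within the control limits plus 3 SD of those, cut at about 17% in these data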;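 note: 0% = plate median of compound wells and 100% = probe without SIAE protein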
Target sequence (Q9HAT2 whole entry, looked up): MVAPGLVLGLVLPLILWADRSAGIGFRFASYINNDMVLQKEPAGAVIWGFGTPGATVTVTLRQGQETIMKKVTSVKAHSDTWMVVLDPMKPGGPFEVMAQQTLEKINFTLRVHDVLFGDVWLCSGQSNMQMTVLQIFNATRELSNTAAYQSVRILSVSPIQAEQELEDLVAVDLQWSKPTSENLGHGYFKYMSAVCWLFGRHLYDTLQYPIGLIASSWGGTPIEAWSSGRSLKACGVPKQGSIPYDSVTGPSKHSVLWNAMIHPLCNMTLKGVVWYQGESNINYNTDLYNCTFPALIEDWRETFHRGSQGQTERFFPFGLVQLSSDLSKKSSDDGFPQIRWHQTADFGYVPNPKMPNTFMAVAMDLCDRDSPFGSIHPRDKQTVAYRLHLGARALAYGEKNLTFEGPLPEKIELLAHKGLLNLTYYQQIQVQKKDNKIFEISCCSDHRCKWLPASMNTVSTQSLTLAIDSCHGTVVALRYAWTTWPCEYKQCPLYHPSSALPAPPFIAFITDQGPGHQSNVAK
PLCg1 inh: blocks human PLC-gamma1 enzyme activity; P19174; purified PLC-gamma1, fluorogenic substrate, fluorescence; inhibition, % at 12.2 µM; 370,000 tested, 0.84% active; in the data active = inhibition above about 9.5%
PLCb3 inh: inhibitors of human phospholipase C beta3; 370,000 tested, 0.18% active; Purified PLC-beta3, fluorogenic substrate, fluorescence; inhibition, % at 12.2 µM; in the data active = inhibition above about 11%;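 note: 0% = median of compound wells on plate and 100% = full blocker control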
TDP2 inh: blocks human TDP2 phosphodiesterase activity | O95551 | recombinant TDP2, T5PNP hydrolysis, p-nitrophenol absorbance 415 nm | inhibition, % at 12.8 µM | 370,000 tested, 0.34% active | AID 720702;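 active = inhibition above the mean of all tested compounds plus 3 SD, set per campaign, cut at about 25% in these data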;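 note: 0% = DMSO with enzyme and 100% = buffer with substrate but no TDP2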
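System: recombinant human TDP2 / Amount: 120 nM TDP2 per well / Also added: 5 mM T5PNP chromogenic substrate / Doses: 12.8 µM single point, 1% DMSO / Incubation: 2 h at 37 °C / Detection: p-Nitrophenol epi absorbance / Evaluation: % inhibition relative to enzyme-containing and enzyme-free wells / Repeats: singlicate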
ASAP1 GAP inh: inhibitors of human ASAP1 ArfGAP activity; Q9ULH1; ASAP1-stimulated ARF1 GTP hydrolysis, GDP FP detection; inhibition, % at 16.5 µM; 360,000 tested, 0.19% active; AID 624377; in the data active = inhibition above about 25%;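 note: 0% = vehicle with enzyme and substrate and 100% = no enzyme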
An asterisk follows results filed as active; i = inactive. No enrichment for hits; overall some 3.6% were active at least once.

nr	Tn6 DDE FP	Tn7 DDE FP	ARFGAP1 inh	ADAM10 inh	ADAM17 inh	SIAE inh	PLCg1 inh	PLCb3 inh	TDP2 inh	ASAP1 GAP inh	compound
1	-2	-10	13	0	0	1	4	4	3	-9	Cc1sc(NC(=S)NC(=O)c2cccs2)nc1-c1ccc(CC(C)C)cc1
2	18*	-2	4	25*	11*	-42	7	-2	2	5	Cc1ccc(C)c(Cn2nnc3c(=O)[nH]c(C4CCN(S(=O)(=O)c5ccc(S(=O)(=O)NC6CC6)cc5)CC4)nc32)c1
3	2	-2	6	0	-4	-3	2	-4	8	-9	CC1CCN(C(=O)c2ccccc2NC(=O)c2cccs2)CC1
4	-1	-2	6	-23	-10	-6	-5	-13	-7	2	O=Cc1ccccc1OCCN1CCCC1=O
5	3	-2	-15	-6	-2	3	0	1	2	-5	O=c1cc(NCCO)c2ccccc2o1
6	2	-4	3	-5	-6	2	-11	-15	-7	8	COC(=O)C1=C(C)N(C(C)c2ccccc2)C(=O)/C1=C\c1ccco1 (stereo not drawn)
7	-4	-3	-12	-11	-5	2	0	-2	7	-6	O=C1C(Cl)=C(NCCCN2CCOCC2)C(=O)c2ccccc21
8	-7	2	12	7	0	5	0	-7	1	-3	O=S(=O)(/N=C(/Nc1cccc2ccccc12)c1ccccc1)c1ccc(F)cc1
9	-2	0	-4	4	1	2	2	-1	3	4	NNC(=O)CNC(=O)CNS(=O)(=O)c1ccccc1
10	1	1	-12	-14	-3	-5	4	1	1	-3	O=C(C(O)c1ccccc1)N1CCN(S(=O)(=O)c2ccc(OC(F)(F)F)cc2)CC1 (stereo not drawn)
11	0	1	-1	-2	0	8	-1	4	0	-1	C=CCSc1ncccc1C(=O)NCc1ccc(C)cc1
12	-7	-10	2	-37	-10	-2	-4	-6	5	3	COc1ccc(-c2nc3ccccc3s2)cc1
13	-4	-7	-13	3	-1	-1	1	3	-9	-24	CCc1nnc(NC(=O)CN2CCN(c3cccc(OC)c3)CC2)s1
14	1	-3	-2	12	6	-42	-1	-3	1	15	CC(=O)Oc1ccccc1Cn1c(C)c(C(=O)NCc2ccc(Cl)c(Cl)c2)sc1=O
15	23*	8	6	-206	-44	15	-126	-155	1	1	c1cc(-c2ccoc2)n2ccnc2c1
16	7	1	-8	-343	-78	-1	-17	-28	2	-3	CC(C)=CC(=O)O[C@@H]1Cc2c(ccc3ccc(=O)oc23)OC1(C)C
17	3	0	4	-1	0	8	1	0	6	7	COCCN(C(=O)c1csnn1)C(C(=O)NC(C)(C)C)c1cccc(OC)c1 (stereo not drawn)
18	7	3	1	4	0	2	2	1	9	-17	O=C1CCC(=O)N1N1C(=O)C2C3c4ccccc4C(c4ccccc43)C2C1=O (stereo not drawn)
19	-1	0	4	-6	1	2	1	-7	2	12	COCCN1C(=O)c2ccc(C(=O)Nc3cccnc3)cc2C1=O
20	0	-6	4	-13	-4	-2	4	-5	2	-9	OCC1OC(n2cnc3c(N4CCCC4)ncnc32)C(O)C1O (stereo not drawn)
21	1	4	7	-6	-3	0	0	-1	8	-2	O=S(=O)(NCC1CN(S(=O)(=O)c2ccc3c(c2)OCCO3)C1)c1c(F)cccc1F
22	3	10	2	-23	-3	-1	-1	-5	3	2	Cc1ccc(OCC(=O)N2CCc3ccccc3C2)cc1C
23	-7	-2	-11	-2	0	5	-1	-6	-2	-4	Cc1cc(OCC(=O)c2ccc(C(F)(F)F)cc2)n2cnnc2n1
24	-4	3	2	2	0	0	-2	-10	-4	-4	Cc1ccc(C(=O)OCN2C(=O)c3ccccc3C2=O)c(O)c1
25	-2	5	8	6	0	-4	0	0	4	-7	CCCOc1ccccc1N/C(=N/c1nc(C)cc(C)n1)NC(=O)Nc1ccc(Cl)cc1
26	6	8	-6	-4	0	-1	1	-7	1	-6	CCCNC(=O)N1CCC(n2nccc2NC(=O)CCOc2ccccc2)CC1
27	-4	8	-3	2	-2	5	2	2	14	9	Cc1cc2ncn(C(=O)N3CCOCC3)c2cc1C
28	-1	-3	8	-6	-3	0	1	2	-2	7	CCCCCCCNC(=O)C1(CC2CC(c3ccc(Cl)cc3)=NO2)CCN(C(=O)C2CCCC2)CC1 (stereo not drawn)
29	-3	0	-1	2	3	4	6	-1	-6	-13	O=C(NCc1ccc(F)cc1)c1cc(S(=O)(=O)N2CCCCC2)ccc1Cl
30	-2	-5	-14	2	-3	6	3	-2	-22	0	CC1(C)Cc2c(cnn2-c2ccccc2)C(NC(=O)c2ccc[n+]([O-])c2)C1 (stereo not drawn)
31	-6	5	14	0	1	8	0	5	1	-4	Cc1ccc2c(c1)N(CC(=O)NCCCN1CCOCC1)C(=O)c1cccnc1O2
32	12	-2	-1	-2	2	1	-1	3	4	1	CCOC(=O)N1CCN(c2c(N3CCN(c4ccccc4OC)CC3)c(=O)c2=O)CC1
33	5	2	6	-5	-1	-4	0	0	12	-3	Cc1ccccc1C=O
34	-5	-1	-2	6	-5	-26	-1	-7	-2	-7	Cc1ccc(SCc2nc3ccccc3n2CC(=O)Nc2c(C)cccc2C)cc1
35	-8	-4	-1	1	0	-7	0	1	-3	7	Cc1c(C(=O)NCc2ccc(C(C)C)cc2)sc(=O)n1Cc1cccc(F)c1
36	-5	-11	1	-4	0	1	1	2	9	1	O=S(=O)(NC1=NCCC1)c1cccc(NC(=S)NCCc2ccccc2)c1
37	1	-7	6	i	-222	0	-168	-235	9	0	CCN(CC)CCCNC(=O)c1cc2c(=O)[nH]c3ccc(C)cc3c2s1
38	3	1	0	-8	-2	7	-14	-11	12	-9	CC1=C(C(=O)OCc2ccccc2)C(c2ccoc2)C(C#N)=C(N)O1 (stereo not drawn)
39	6	0	3	3	-1	2	4	4	7	18	Cc1ccsc1/C=N/N=C1\C(=O)Nc2ccccc21
40	-1	4	5	-7	-4	3	0	0	6	-7	CC(C)(C)NC(=O)NC(=O)Cn1ccsc1=N
41	3	3	-7	-18	-6	9	0	2	-7	3	O=C(COC(=O)/C=C/c1ccc(Cl)cc1)NC1CCCC1
42	-7	6	-2	-10	-3	0	-3	-10	14	12	CSCCC(NC(=O)C1CCCC1)c1nnc2ccccn12 (stereo not drawn)
43	0	-4	9	-6	-4	-5	1	-1	4	-1	O=C(Nc1ccc([N+](=O)[O-])cc1)c1nc[nH]c1C(=O)NC1CCCCC1
44	-8	-4	2	3	2	2	1	-45	-8	4	COc1ccc(OC)c(Nc2c3c(nc4ccccc24)CCC3)c1
45	-8	-4	5	8	5	5	1	-9	7	-5	Cc1cc2oc(=O)sc2cc1NS(=O)(=O)c1cccc2cccnc12
46	-4	-1	18	6	0	0	4	7	0	12	COc1ccc(N2C(=O)CC(Sc3nc(C)cc(C)c3C#N)C2=O)cc1 (stereo not drawn)
47	3	-1	0	5	1	1	5	-1	-6	3	CC(=O)NC1(C(F)(F)F)NC(=O)N(c2ccc(F)cc2)C1=O (stereo not drawn)
48	3	2	1	4	2	-4	-4	-2	-5	9	CC(C)c1ccc(Nc2ncc3c(n2)CCN(C(=O)NC2CCCCC2)C3)cc1
49	-2	2	1	-11	0	3	-3	-4	-2	6	COc1cc(/C=C2\SC(=O)N(CCNC(=O)c3sc4cc(F)ccc4c3Cl)C2=O)cc(OC)c1OC
50	-1	-4	23	8	3	-8	-47	-68	-3	23	COc1ccc(CNC(=O)COC(=O)C2=Cc3ccccc3OC2)cc1
51	5	-2	-3	10	0	-1	6	5	1	0	Cc1ccc(C)c(/C(O)=C2\C(=O)C(=O)N(CCCN3CCOCC3)C2c2cccnc2)c1 (stereo not drawn)
52	2	0	12	10	-3	-1	2	-4	-7	-7	Cc1ccccc1NC(=O)NC1(C(=O)N2CCOCC2)CCCCC1
53	4	-2	-8	0	-2	-3	-1	-10	1	-5	O=C(O)CC1(CC(=O)Nc2ccc(Cl)cc2C(=O)c2ccccc2)CCCC1
54	4	1	-1	7	-2	8	0	0	8	7	O=C(CN1CCN(S(=O)(=O)c2ccc(Cl)cc2)CC1)Nc1ccc2c(c1)OCCO2
55	-1	11	14	5	1	2	-1	-1	-4	1	Cc1ccc(S(=O)(=O)N(C)c2ccc(OCC(=O)Nc3cccc(-n4cnnn4)c3C)cc2)cc1
56	3	3	-1	-34	-6	17	-4	-3	8	-6	COc1cc2c(ccc3cc(OC)c(OC)c(O)c32)cc1O
57	0	-2	-1	-8	-3	-4	-2	0	2	-2	CCSc1nnc(NC(=O)CN(C)S(=O)(=O)c2ccc(F)cc2)s1

Records above that bear a hit mark in ADAM17 inh.
nr	Tn6 DDE FP	Tn7 DDE FP	ARFGAP1 inh	ADAM10 inh	ADAM17 inh	SIAE inh	PLCg1 inh	PLCb3 inh	TDP2 inh	ASAP1 GAP inh	compound
2	18*	-2	4	25*	11*	-42	7	-2	2	5	Cc1ccc(C)c(Cn2nnc3c(=O)[nH]c(C4CCN(S(=O)(=O)c5ccc(S(=O)(=O)NC6CC6)cc5)CC4)nc32)c1
